GALK inh: galactokinase (human) inhibition; Purified GALK, Kinase-Glo residual ATP luminescence; Potency, µM (series often up to 57.5 µM), inactives show top-dose activity change, negative = inhibition, most hits filed as inhibitors; 270,000 compounds, 0.007% hits; AID 1868; further: potency means the concentration at half of the fitted maximal effect; on the % scale 0 is the no-effect control and ±100 the full control effect
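5 nM enzyme, 35 uM ATP, 100 uM galactose, 20 mM HEPES pH8.0, 5 mM MgCl2; 1 h RT; residual ATP by Kinase-Glo Plus luminescence, qHTS format.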
ASM inhibitor: inhibitors of human secretory acid sphingomyelinase; placental ASM, HMU-PC fluorogenic substrate, 60 min; Potency, µM (doses to about 57.5 µM), for inactives: top-dose activity change, negative = inhibition, most hits filed as inhibitors; AID 504937; 340,000 compounds, 0.006% hits; P17405; further: potency means the concentration at half of the fitted maximal effect
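Fluorogenic HMU-PC substrate (9 uM final) is turned over by placental ASM in 60 min at 37 C after a 10 min compound preincubation. Reaction ended by alkaline stop (pH 10), with fluorescence read at 386/447 nm.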
TSHR antag: human thyrotropin receptor antagonism | P16473 | TSHR-expressing cells, TSH-stimulated cAMP HTRF, 2 h; stronger effect = lower value | activity change, negative = inhibition, % at 11.5 µM | 330,000 compounds, 0.2% hits | AID 504810;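 active means activity change below a set negative limit, meaning inhibition stronger than a set level, cut at about -70% in these data; inconclusive means activity change between two set negative limits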; further: on the % scale 0 is the no-effect control and ±100 the full control effect
Target sequence (P16473 whole entry, looked up): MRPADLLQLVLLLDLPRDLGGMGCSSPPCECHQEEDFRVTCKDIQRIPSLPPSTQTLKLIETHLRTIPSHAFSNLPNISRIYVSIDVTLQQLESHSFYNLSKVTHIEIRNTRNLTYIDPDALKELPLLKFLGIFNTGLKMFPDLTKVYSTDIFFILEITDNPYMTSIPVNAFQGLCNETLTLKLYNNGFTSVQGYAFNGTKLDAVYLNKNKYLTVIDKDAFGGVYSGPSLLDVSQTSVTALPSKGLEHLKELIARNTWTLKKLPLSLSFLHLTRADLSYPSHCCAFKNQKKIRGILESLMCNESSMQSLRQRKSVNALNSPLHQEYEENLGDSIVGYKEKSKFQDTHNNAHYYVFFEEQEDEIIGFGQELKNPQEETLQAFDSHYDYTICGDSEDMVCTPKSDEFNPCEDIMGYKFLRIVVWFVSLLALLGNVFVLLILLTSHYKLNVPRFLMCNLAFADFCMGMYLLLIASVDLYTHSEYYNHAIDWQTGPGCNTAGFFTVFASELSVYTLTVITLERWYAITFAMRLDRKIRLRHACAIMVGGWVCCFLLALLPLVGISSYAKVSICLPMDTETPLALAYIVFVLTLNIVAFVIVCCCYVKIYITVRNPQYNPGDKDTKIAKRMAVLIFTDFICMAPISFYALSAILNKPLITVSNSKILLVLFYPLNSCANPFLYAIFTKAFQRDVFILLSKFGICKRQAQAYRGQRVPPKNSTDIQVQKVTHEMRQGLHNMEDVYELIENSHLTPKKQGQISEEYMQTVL
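Freshly harvested TSHR cells receive pin-tooled compound, then EC80 TSH at 4nM final. After 2 hours at 37 deg C, antibody in lysis buffer and cAMP-d2 are added; 30 minutes at ambient temperature precede the HTRF read.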
Menin MLL FP TR: menin-MLL binding inhibition, Texas Red mutant peptide; O00255; Menin + Texas Red MLL mutant peptide, fluorescence polarization; Potency, µM (doses to about 61.6 µM), for inactives: top-dose FP activity change, negative = inhibition, actives largely listed as inhibitors; 270,000 compounds, 0.23% hits; AID 1768; active means well fitted inhibition curve with a large enough effect in the polarisation, with a control signal flat, not every such curve was filed as active; inconclusive means small, poorly fitted or top-dose-only effect, or effect the other way, or a change in a side signal; inactive means no such curve, though single readings can be large or run the other way; the % refers to the polarisation; further: potency means the concentration at half of the fitted maximal effect; % of control where 0% means no effect; many of its hits are not listed in these tables
Mito fusion act: inhibitors of mitochondrial division or activators of mitochondrial fusion; S. cerevisiae fusion-defective mutant growth rescue, CellTiterGlo 48 h; Potency, µM (series often up to 46.1 µM), for the others: at the top dose growth rescue (activation), usual class: activators; 320,000 compounds, 0.23% hits; AID 485298;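 further: potency means the concentration at half of the fitted maximal effect; % of control where 0% means no effect; nearly all actives have a fitted effect of over 45% in size; temperature-sensitive fusion mutants such as fzo1-1 at 37 °C on non-fermentable ethanol glycerol medium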
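S. cerevisiae fusion-defective temperature-sensitive mutants (e.g. fzo1-1, mgm1-5) grown 48 h at 37C in YPEG (ethanol/glycerol non-fermentable) medium with 23 nl compound per well; growth rescue read as CellTiterGlo luminescence.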
Chronic BCR inh: inhibitors of chronic active B-cell receptor signaling; 340,000 compounds, 0.05% hits; ABC-DLBCL IkBa-CBG/CBR reporter, luminescence ratio, 4 h; Potency, µM (doses to about 46.1 µM), without a hit: at the highest dose ratio change, negative = lower green/red ratio, most hits filed as inhibitors; active means well fitted inhibition curve with a large enough effect in the signal ratio, with a control signal flat, not every such curve was filed as active; inconclusive means small, poorly fitted or top-dose-only effect, or effect the other way, or a change in a side signal; the % refers to the signal ratio;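 further: potency means the concentration at half of the fitted maximal effect; plate controls were basal doxycycline-induced cells for no effect and cells given 10 µM MG132 for full effect; MG132 reads +100%, hits lower the ratio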
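Doxycycline induced both beetle luciferases in TMD8 lymphoma cells; IKK-driven degradation limits the IkappaBalpha-fused green signal, while red luminescence normalises for cell number and nonspecific effects. Compounds tested up to 46 uM, 4 hrs.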
USP2a inh: USP2a (human) protease inhibition. 330,000 compounds, 0.01% hits. Potency, µM (doses to about 38.3 µM), inactives show top-dose activity change, negative = inhibition, usual class: inhibitors. O75604. USP2 core, Ub-CHOP2 coupled fluorogenic reporter, 485/531;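 further: potency means the concentration at half of the fitted maximal effect; plate controls were DMSO wells for no effect and full inhibition by NEM control for full effect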
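Deubiquitinase activity read as fluorescence (485/531 nm) after Ub-CHOP2 cleavage activates the enterokinase reporter on its substrate; USP2 core 10nM, Ub-CHOP2 and substrate 25nM each, 30min compound preincubation then 60min RT; data normalized to NEM, curves fitted.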
PKM2 act: activators of human pyruvate kinase M2; purified PKM2, Kinase-Glo ATP luminescence, activation; response scale: 0% is enzyme alone, no compound; 260,000 compounds, 0.34% hits; Potency, µM (top dose mostly 57.5 µM), inactives show top-dose activation, most hits filed as activators; further: potency means the concentration at half of the fitted maximal effect; on the % scale 0 is the no-effect control and ±100 the full control effect; nearly all actives have a fitted effect of over 55% in size
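Purified hPK-M2 (>95% pure) converted ADP (0.1 mM final) to ATP with 0.5 mM PEP in 50 mM imidazole pH7.2, KCl, MgCl2, Tween 20, BSA; 1 h at room temperature. ATP detected by Kinase-Glo luminescence.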
MBNL1 CUG block: MBNL1-poly(CUG) RNA binding inhibition; Q9NR56; TR-FRET MBNL1-His/biotin-(CUG)12 binding, 665/545 ratio; 280,000 compounds, 0.036% hits; Potency, µM (titrated, usually from 57.5 µM), for inactives: top-dose activity change, negative = inhibition, usual class: inhibitors; active means well fitted inhibition curve with a large enough effect in the signal ratio, with a control signal flat, not every such curve was filed as active; inconclusive means small, poorly fitted or top-dose-only effect, or effect the other way, or a change in a side signal; inactive means no such curve, though single readings can be large or run the other way; the % refers to the signal ratio; further: potency means the concentration at half of the fitted maximal effect; on the % scale 0 is the no-effect control and ±100 the full control effect
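Ratiometric TR-FRET (665 over 545 nm, excitation 340 nm) tracks disruption of MBNL1-His/biotin-(CUG)12 complex after 60 min at room temperature, with compounds at 92 nM to 58 uM final.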
Eya2 phos inh: Eya2 (human) phosphatase inhibition; recombinant Eya2, OMFP fluorescence dephosphorylation (OMFP is methylfluorescein phosphate); O00167; 330,000 compounds, 0.006% hits; Potency, µM (titrated, usually from 76.9 µM), without a hit: at the top dose activity, negative = inhibition, most hits filed as inhibitors; further: potency means the concentration at half of the fitted maximal effect; on the % scale 0 is the no-effect control and ±100 the full control effect
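Eya2 (0.2 uM) preincubated 10 min at ambient with compound, then OMFP substrate added at 50 uM; 10 min reaction in 50 mM HEPES pH 7.5, 50 mM NaCl, 5 uM MgCl2, 0.05% BSA, 1 mM DTT. Fluorescence read at Ex 485/Em 525 nm.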
KCNH2 WT inh: KCNH2 (human, wildtype) channel inhibition. Q12809. U2OS, BacMam KCNH2, thallium flux FluxOr; stronger effect = lower value. activity change, % at 1.84 µM. 340,000 compounds, 0.37% hits. AID 720551;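 active means maximum activity change below -70%; inconclusive means maximum activity change between -70% and -50%; inactive means maximum activity change above -50%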; further: on the % scale 0 is the no-effect control and ±100 the full control effect
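U2OS cells were transduced with wild-type KCNH2 virus (2.03 x 10^8 / mL) for 4 h at room temperature, then cultured overnight at 37 C. Thallium flux was read with FluxOr dye. Rate constants were normalized to DMSO controls.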
* = called active by the depositor; ? = inconclusive; · = no result given; [ ] = dose if it differs, or a comment. Unless noted, the call rests on the fitted dose curve; in most records, active means well fitted curve in the direction sought with a large enough effect; inconclusive means small, poorly fitted or top-dose-only effect, or another doubt; inactive means no such curve, though single readings can be large; an effect the other way counts as inactive or inconclusive. An excerpt. The share of hits here may be higher or lower than overall.

SMILES | GALK inh | ASM inhibitor | TSHR antag | Menin MLL FP TR | Mito fusion act | Chronic BCR inh | USP2a inh | PKM2 act | MBNL1 CUG block | Eya2 phos inh | KCNH2 WT inh
Cc1ccc(NC(=O)NC(=O)COc2ccccc2C(N)=O)c(C)c1 | · | 4.0% | 0.1 | · | -2.9% | 4.9% | -0.9% | · | · | -2.3% | -2.0
CCOC(=O)CC(NC(=O)CCc1c(C)nc2nc(C)nn2c1C)c1ccc(OC(C)C)cc1 (stereo not drawn) | -1.8% | -4.3% | 10.8 | -14.3% | -2.1% | ? | 11.1% | 1.1% | -6.6% | 12.8% | -5.5
O=C(Cc1ccccc1)N1CCCC(c2nc(-c3ccc(S(=O)(=O)N4CCCC4)cc3)no2)C1 (stereo not drawn) | 2.0% | -1.9% | -21.7 | -0.9% | 4.2% | ? | 0.6% | 13.2% | -12.3% | 7.4% | -1.1
COc1ccc(-c2[nH]ncc2CNC(C)c2cn(C)nc2C)c(F)c1 (stereo not drawn) | -0.6% | 3.4% | -4.8 | 2.4% | 1.5% | ? | 0.6% | -2.2% | -9.3% | 12.0% | -1.3
Cc1ccc(S(=O)(=O)N(C(=N)N)c2nc(N(C)C)nc(N(C)C)n2)cc1 | · | · | -5.5 | ? | -18.1% | 3.5% | 4.9% | · | -4.7% | 2.8% | ·
Cc1c(Br)c(O)c(Br)c(O)c1/C=N/n1c(-c2ccccc2)n[nH]c1=S | · | 1.0% | 5.9 | ? | -0.6% | 1.6% | 4.0% | · | 1.4% | 2.8% | 10.3
O=C(NCc1ccc(F)cc1)c1ccc(NC(=O)C2CCCO2)cc1 (stereo not drawn) | 14.9% | -0.2% | -10.6 | 6.0% | 1.1% | -12.2% | -0.4% | 0.5% | 0.6% | -14.5% | 22.6
CCC(CO)Oc1cc(NCc2cccc(C(F)(F)F)c2)c2ncn(C(C)C)c2c1 (stereo not drawn) | · | 4.3% | 15.3 | · | · | 0.0% | 6.2% | · | · | 12.5% | -1.5
COC(=O)c1cc(C(=O)OCC(=O)NC(=O)NCc2ccccc2)cc([N+](=O)[O-])c1 | · | -12.0% | -7.7 | · | -0.8% | ? | -1.7% | · | · | -5.1% | -8.3
COc1ccc(S(=O)(=O)N2CCN(C(=O)CC(C)C)CC2)cc1 | -0.4% | 1.5% | -0.6 | 2.3% | -3.6% | 0.0% | 0.5% | 29.5% | -1.0% | -5.2% | -12.1
CCOC(=O)C(Cc1cc(C(C)=O)ccc1OCC)C(=O)OCC | -1.0% | 2.6% | -3.7 | -18.1% | 2.2% | -28.2% | -1.8% | -5.9% | -2.3% | -2.5% | 15.2
CCn1cnc2c1c(=O)n(CC(=O)OC)c(=O)n2Cc1ccccc1 | -1.1% | 4.0% | -4.7 | 17.2% | 4.1% | 8.4% | 0.8% | · | -8.7% | 6.9% | 2.4
COc1ccc(/C=C2/C(=O)N(CC3CCCO3)C(=S)N2C)c(OC)c1 (stereo not drawn) | 1.2% | ? | -11.3 | 9.9% | 8.4% | -0.4% | 1.8% | -0.9% | 22.9% | 10.3% | 12.5
CCOC(=O)CSc1nc(N)c(C#N)c(-c2cccs2)c1C#N | 6.8% | 10.1% | -12.5 | ? | 6.7% | ? | 1.2% | 1.5% | ? | -4.1% | 2.7
O=C(NCCS(=O)(=O)NCc1ccccc1Cl)c1ccc2c(c1)OCO2 | · | -1.2% | -7.5 | · | -4.0% | -13.3% | 1.6% | · | · | 9.8% | 0.1
CC(=O)c1ccc(NC(=O)c2ccccc2-c2ccccc2C(=O)O)cc1 | 4.2% | 5.8% | 1.7 | 0.0% | 1.3% | 3.2% | 0.3% | 2.9% | 2.9% | -3.2% | -7.3
CCC(=O)Nc1ccc(NCc2ccc(-c3ccccc3)cc2)cc1 | -0.7% | 2.1% | -13.0 | ? | 4.8% | -6.0% | 0.2% | -3.2%[11.5 µM] | 14.3% | -14.3% | -15.4
C=CCN(CC=C)c1ccc(N2C(=O)C3CCCCC3C2=O)cc1[N+](=O)[O-] (stereo not drawn) | -2.1% | -9.3% | -17.8 | -1.8% | -2.9% | 19.5% | 1.8% | -1.8% | ? | 0.3% | -7.7
O=c1c2ccccc2nc(-c2cccc(Cl)c2)n1O | -4.3% | -8.6% | 4.7 | 3.0% | 20.8% | ? | -2.0% | 6.4% | -1.3% | 12.6% | -12.2
CCOC(=O)C1CCN(C(=O)/C=C/c2ccc(OC)cc2)CC1 | 1.5% | 0.1% | -4.2 | 2.5% | -6.1% | ? | 0.0% | -13.0% | 13.6% | 5.5% | -43.0
Cc1nc(C)n(CCNS(=O)(=O)c2ccccc2)n1 | 0.5% | 5.3% | -6.0 | 0.7% | 1.9% | 1.0% | 3.2% | -3.8% | 1.0% | -0.4% | -6.3
CC1CC(C)(C)CC2(C1)NC(=O)N(CC(=O)NC1CCCc3ccccc31)C2=O (stereo not drawn) | 1.0% | 0.8% | 26.2 | -2.5% | 0.5% | 1.3% | 0.7% | -6.6% | 1.0% | -4.1% | -0.4
O=c1c2ccccc2c(-c2ccccc2)nn1-c1ccccc1 | 5.0% | -1.6% | -3.0 | · | 17.3% | 9.1% | 0.5% | -4.5% | -1.7% | 4.2% | 6.0
COC(=O)/C(=N/Nc1ccccc1Cl)Sc1nnc(C(O)c2ccccc2)n1-c1ccccc1 (stereo not drawn) | -0.9% | -1.8% | 20.0 | -8.2% | 4.7% | 1.0% | -6.7% | -22.4% | -2.2% | 1.4% | 1.3
O=C(NC(=S)Nc1ccc(Cl)c(C(=O)O)c1)c1ccc(OCc2ccccc2)cc1 | 0.2% | -22.6% | -12.9 | 39.9%[activator] | 1.2% | 6.6% | -4.0% | -3.6% | 0.8% | -10.2% | 2.1
More results:
SMILES | GALK inh | ASM inhibitor | TSHR antag | Menin MLL FP TR | Mito fusion act | Chronic BCR inh | USP2a inh | PKM2 act | MBNL1 CUG block | Eya2 phos inh | KCNH2 WT inh
CCCN(CCC)Cc1c(C(=O)N/N=C/c2c[nH]c3ccccc23)nnn1-c1nonc1N | -4.5% | 0.6% | -8.5 | ? | 0.8% | ? | 3.9% | -3.2% | 10.3% | -18.5% | 14.2
COc1cc(C2CC(=O)Oc3c(C(CCN4CCOCC4)c4ccc(N(C)C)cc4)c(OC)cc(OC)c32)cc(OC)c1OC (stereo not drawn) | -1.4% | -1.9% | 9.2 | 10.5% | 6.8% | ? | 2.7% | 2.4% | -12.7% | -6.9% | 4.9
Cc1oc(-c2ccoc2)nc1CN(Cc1ccccc1)CC1CC1 | 11.0% | -2.0% | 1.3 | -0.2% | 1.6% | 1.3% | -0.3% | 3.1% | 15.4% | -6.6% | 3.9
COc1cccc(Nc2nc3ccccc3c(=O)[nH]2)c1 | -2.3% | -0.5% | -3.1 | ? | -2.8% | ? | 4.7% | -2.8% | -12.5% | -0.5% | 3.1
Cc1ccc(S(=O)(=O)c2cc3c(=O)n4cccc(C)c4nc3n(Cc3ccncc3)c2=N)cc1 | -0.7% | 13.7% | -15.0 | · | -9.5% | -2.0% | 5.0% | · | ? | 2.7% | 10.7
Cc1onc(-c2c(Cl)cccc2Cl)c1NC(=O)NNc1ccccc1 | 8.3% | -2.3% | 10.0 | · | -2.2% | -25.9% | 5.1% | -0.4% | -9.8% | 3.3% | 9.2
CN(CCNC(=O)CCCOc1cc(=O)n(C)c2ccccc12)Cc1ccccc1 | 6.4% | 4.3% | -2.4 | -14.9% | 7.8% | ? | 3.4% | -1.9% | -5.0% | -5.4% | 4.2
CCOc1ncccc1C(=O)Nc1ccc(OC)c(S(=O)(=O)N2CCOCC2)c1 | · | 2.6% | -0.6 | · | -7.9% | 5.0% | 0.6% | · | · | -13.5% | -2.6
COCc1ccc(C(=O)NC2CCSc3ccccc32)cc1 (stereo not drawn) | 1.3% | -8.9% | -5.7 | -8.4% | 2.5% | -29.0% | 0.5% | · | -6.3% | -16.8% | -5.8
